# High-throughput results: PubChem, The Scripps Research Institute Molecular Screening Center
# TPT1 inhibitor: inhibitors of Candida albicans tRNA 2'-phosphotransferase TPT1. recombinant caTPT1, FP RNA substrate dephosphorylation. inhibition, % at 5 µM. 300,000 tested, 0.81% active. AID 1962;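 active = inhibition above the mean of all tested compounds plus 3 SD, set per screening campaign, cut at about 24% in these data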;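 note: plate controls were DMSO alone for no effect and ferristatin control at 100 nM for full effect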
# core dimer inh: blocks dimerization of HCV core protein; TR-FRET GST/Flag-core106 dimerization, 1536-well; inhibition, % at 5 µM; 300,000 tested, 0.33% active; AID 1899;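 active = inhibition above the mean of all tested compounds plus 3 SD, set per screening campaign, cut at about 45% in these data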
#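 System – GST-tagged and Flag-tagged HCV core protein residues 1-106 · Repeats – one well for each compound · Technique – TR-FRET 671 and 617 nm emission · Doses – one concentration, 5 µM, in 0.5% DMSO · Times – 4 h, 22.5 °C incubation · Also added – Eu donor and XL665 acceptor anti-tag antibodies · Measure – percent inhibition of core106 dimerization signal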
# procasp3 activ: activators of human procaspase-3 | recombinant procaspase-3 D3A, Ac-DEVD-pNA absorbance 405 nm | activation, % at 8.5 µM | 330,000 tested, 0.11% active;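 active = activation above the mean of all tested compounds plus 3 SD, cut at about 21% in these data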;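 note: 0% = DMSO alone and 100% = DMSO wells spiked with extra 5 µM PC-3 D3A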
# Target sequence (P42574 whole entry D9A/D28A/D175A): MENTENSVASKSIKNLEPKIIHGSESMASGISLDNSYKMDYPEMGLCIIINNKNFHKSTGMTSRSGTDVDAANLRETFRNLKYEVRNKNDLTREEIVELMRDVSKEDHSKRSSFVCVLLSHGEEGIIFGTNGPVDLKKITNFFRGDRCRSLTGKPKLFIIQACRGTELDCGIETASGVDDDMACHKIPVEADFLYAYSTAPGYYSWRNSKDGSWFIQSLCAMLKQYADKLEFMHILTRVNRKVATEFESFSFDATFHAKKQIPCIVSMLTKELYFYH
#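 Test system: Procaspase-3 D3A mutant, all three cleavage aspartates alanine | Dosing: Single dose, 8.5 µM nominal compound, 0.8% DMSO | Schedule: 1 h preincubation, 2 h reaction | Technique: 405 nm absorbance of p-nitroaniline, reads at 0 and 120 min | Repeats: One well per compound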
# Fh CTSL1 inh: counter-screen for PFM18AAP inhibitors: inhibitors of F. hepatica cathepsin L1; 300,000 tested, 0.49% active; AID 1906; recombinant F. hepatica cathepsin L1, Z-Leu-Arg-MCA fluorescence; inhibition, % at 5.96 µM;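 active = inhibition above the mean of all tested compounds plus 3 SD, set per screening campaign, cut at about 17% in these data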;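 note: 0% = plate median of test compound wells and 100% = 1 µM Z-Phe-Ala-diazomethylketone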
# PP5 primary: inhibitors of human protein phosphatase 5 (PP5); inhibition, % at 6.7 µM; P53041; purified PP5c, OMFP substrate fluorescence; 320,000 tested, 0.18% active; AID 1987;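 active = inhibition above the campaign's mean inhibition across all tested compounds plus 3 SD, cut at about 9.5% in these data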;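 note: 0% = DMSO only and 100% = 100 µM cantharidin control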
# procasp7 counter: counter-screen for procaspase-3 activators: activators of human procaspase-7; AID 463210; activation, % at 8.5 µM; 330,000 tested, 0.093% active; recombinant procaspase-7, Ac-DEVD-pNA absorbance 405 nm; D23A/D198A/D206A triple mutant, cannot self-cleave; scale: DMSO 0, 5 µM enzyme 100;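 active = percent activation above the screen-wide mean plus 3 SD, cut at about 25% in these data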
# Target sequence (P55210 whole entry D23A/D198A/D206A): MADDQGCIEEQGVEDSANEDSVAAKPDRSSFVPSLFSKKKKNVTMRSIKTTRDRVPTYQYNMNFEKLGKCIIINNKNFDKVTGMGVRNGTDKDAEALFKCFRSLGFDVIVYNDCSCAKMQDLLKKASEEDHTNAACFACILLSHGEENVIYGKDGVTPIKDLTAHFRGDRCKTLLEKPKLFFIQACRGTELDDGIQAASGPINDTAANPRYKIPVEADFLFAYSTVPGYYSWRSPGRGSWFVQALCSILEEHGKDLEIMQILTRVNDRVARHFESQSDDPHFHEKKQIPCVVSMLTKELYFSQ
#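 Replicates: singlicate. Assay system: Procaspase-7 triple mutant (PC-7 D3A). Signal: 405 nm absorbance of p-nitroaniline. Times: 1 h preincubation, 2 h reaction. Buffer or medium: Zinc-free HEPES pH 7.4 with 300 mM NaCl, 0.01% Triton X-100. Also added: DEVD-pNA substrate. Benchmarks: DMSO wells as 0%, DMSO with 5 µM added PC-7 as 100%.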
# PAFAH2 inh: inhibitors of human PAFAH2. inhibition, % at 3.39 µM. recombinant PAFAH2, FP-rhodamine activity probe, fluorescence polarization. AID 492956. 340,000 tested, 0.99% active;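 active = inhibition above the mean over all tested compounds plus 3 SD, cut at about 30% in these data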;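 note: inhibitors block probe labeling of enzyme so polarization drops; 0% = enzyme with DMSO and 100% = wells lacking PAFAH2 protein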
# PP1 inh: counter-screen for PP5 inhibitors: inhibitors of human PP1-alpha. AID 2235. inhibition, % at 6.7 µM. P62136. 320,000 tested, 0.9% active. purified PP1alpha, OMFP fluorescence;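 active = inhibition above the mean inhibition of all tested compounds plus 3 SD, computed separately for each screening campaign, cut at about 15% in these data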
# Target sequence (P62136 whole entry, looked up): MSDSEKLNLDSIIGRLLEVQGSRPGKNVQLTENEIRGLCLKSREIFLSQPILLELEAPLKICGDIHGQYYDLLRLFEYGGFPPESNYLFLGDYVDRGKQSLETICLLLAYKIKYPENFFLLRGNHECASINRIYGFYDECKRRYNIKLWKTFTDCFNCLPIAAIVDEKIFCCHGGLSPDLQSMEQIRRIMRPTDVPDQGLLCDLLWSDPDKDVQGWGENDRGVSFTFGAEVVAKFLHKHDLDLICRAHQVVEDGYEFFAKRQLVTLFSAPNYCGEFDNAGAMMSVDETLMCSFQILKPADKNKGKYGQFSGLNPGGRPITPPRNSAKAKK
# AHR activator: activators of human aryl hydrocarbon receptor; 320,000 tested, 2.5% active; AID 2796; P35869; AHR-responsive luciferase reporter cells, luminescence; activation, % at 5 µM; in the data active = activation above about 47%;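 note: 0% = vehicle wells and 100% = reference agonist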
# Numbers without * were called inactive; x = no result given. Not a hit list. About 5.6% of those tested had a hit in this group.
SMILES	TPT1 inhibitor	procasp3 activ	core dimer inh	Fh CTSL1 inh	PP5 primary	PP1 inh	procasp7 counter	AHR activator	PAFAH2 inh
O=C(CS(=O)(=O)Cc1ccccc1)Nc1ccc(S(=O)(=O)N2CCCCCC2)cc1	-2	1	-9	-3	7.8	-1	-1	0	1
N#CCCN(CCC#N)C(=O)c1ccc(Cl)cc1	-2	3	-2	-2	-0.5	-2	-6	0	-4
Cc1ccc(C(C)C)c(OCCNC(=O)c2cncc(Br)c2)c1	0	2	2	3	2.5	2	2	18	-5
CSc1nnc(-c2ccc(F)cc2)o1	0	5	1	2	2.2	-1	15	-1	-8
COC(=O)c1ccc(NC(=O)CSc2nncc3ccc(OC)c(OC)c23)cc1	-3	-3	-4	-7	0.2	-3	0	-4	-2
Cc1ccc2c(c1)C(C)CC(C)(C)N2C(=O)CN1CCN(C)CC1 (stereo not drawn)	3	10	-8	-5	2.0	-1	6	1	-6
C[C@H](NC(=O)OCc1ccccc1)c1nnc([C@H](C)NC(=O)OCc2ccccc2)o1	-2	-1	4	-2	1.3	-2	4	1	5
Cc1nc2cc(NC(=O)COc3ccccc3C#N)ccc2n1-c1ccccc1	8	-5	9	5	-8.0	3	-5	4	7
COC(CN(C(=O)CCl)C(C(=O)NC1CCCCC1)c1ccccc1C)OC (stereo not drawn)	1	1	9	20*	0.0	1	0	-2	-8
CCc1cccc(OCC(=O)Nc2ccc(S(=O)(=O)Nc3ccccn3)cc2)c1	-2	4	5	2	-1.1	1	3	3	-6
Cc1ccc(NC(=O)C(C)N2C(=O)C3CC=C(Cl)CC3C2=O)cc1 (stereo not drawn)	-3	5	6	3	-2.3	-4	6	12	-1
COC(=O)CNc1nc(-c2cccnc2)nc2ccccc12	-2	1	12	-3	2.8	3	9	28	-4
COc1ccc(OC)c(-c2cc(C(=O)NCCN3CCOCC3)no2)c1	0	7	0	5	0.6	-6	-7	5	0
COc1ccc2cc3cc(C(=O)NC4CC4)sc3nc2c1	2	3	-7	-1	1.8	-4	0	-4	9
CCC(C(=O)OCC(=O)N(CC)c1c(N)n(Cc2ccccc2)c(=O)[nH]c1=O)c1ccccc1 (stereo not drawn)	x	-8	x	x	1.6	0	-10	0	1
C(=N\Nc1ccc2ccccc2n1)/c1ccc2c(c1)OCCO2	-1	0	-3	2	-2.1	3	2	15	6
CC1(C)Cc2c(sc(NC(=O)c3ccco3)c2C#N)CO1	1	-2	-3	2	1.1	-1	-4	2	4
COc1ccc(S(=O)(=O)N2CCCCC2)cc1NC(=O)c1ccc2c(c1)OCO2	2	-7	8	-4	4.5	4	3	-1	0
O=C(NNC(=O)C1CCN(S(=O)(=O)c2ccc(Cl)cc2)CC1)c1ccncc1	-1	1	7	0	-0.1	1	4	-2	-1
Cc1c(NC(=S)N/N=C/c2ccc(O)cc2)c(=O)n(-c2ccccc2)n1C	4	-98	-7	7	1.9	1	1	0	12

# Complete entries as entered above.
# Shown for `C[C@H](NC(=O)OCc1ccccc1)c1nnc([C@H](C)NC(=O)OCc2ccccc2)o1` : TPT1 inhibitor = -2; procasp3 activ = -1; core dimer inh = 4; Fh CTSL1 inh = -2; PP5 primary = 1.3; PP1 inh = -2; procasp7 counter = 4; AHR activator = 1; PAFAH2 inh = 5
# Shown for `COc1ccc2cc3cc(C(=O)NC4CC4)sc3nc2c1` : TPT1 inhibitor = 2; procasp3 activ = 3; core dimer inh = -7; Fh CTSL1 inh = -1; PP5 primary = 1.8; PP1 inh = -4; procasp7 counter = 0; AHR activator = -4; PAFAH2 inh = 9

# Next section.
SMILES	TPT1 inhibitor	procasp3 activ	core dimer inh	Fh CTSL1 inh	PP5 primary	PP1 inh	procasp7 counter	AHR activator	PAFAH2 inh
CCOCCCNC(=O)C1CCN(S(=O)(=O)c2c(C)noc2/C=C\c2ccc(OC)cc2)CC1	-2	-2	0	3	0.9	4	2	-1	2
Cc1ccc(-c2csc3n[nH]c(=S)n23)cc1	-3	-23	-8	0	-0.3	-2	-35	0	3
O=C(CCCCCn1c(=S)[nH]c2cc3c(cc2c1=O)OCO3)N1CCN(c2ccccc2)CC1	1	2	8	12	1.3	2	-8	2	1
CCS(=O)(=O)n1nc(-c2ccccc2)nc1SC	1	7	1	0	4.5	0	2	3	4
C/C(=C\c1cccc(Cl)c1)C(=O)c1c(C)cc(C)[nH]c1=O	0	7	2	-2	1.6	3	-8	1	-5
CC1=Nn2c(nnc2-c2cccs2)SC1	4	-7	-4	-1	2.2	-4	4	4	8
Cc1c(C(=O)O)sc2nc3n(c(=O)c12)CCCCC3	-4	8	-3	-1	-0.9	0	6	2	8
CC(=O)Nc1ccc(N2CCN(Cc3ccccc3)CC2)cc1	-3	2	-5	-4	-0.1	2	4	0	5
O=C(O)c1ccc2cc(-c3ccccc3)[nH]c2c1	-2	-4	-2	2	1.4	-2	5	-6	4
O=S(=O)(c1ccc(Br)cc1)N1CCCc2ccccc21	-3	7	5	2	1.9	3	10	1	-3
Cc1[nH]nc(N2CCCCCC2)c1[N+](=O)[O-]	4	-4	-1	-8	3.0	-3	-2	10	-8
O=C(Nc1ccc(Cc2ccncc2)cc1)C1CCC(N2C(=O)C3C4C=CC(C5CC45)C3C2=O)CC1 (stereo not drawn)	-2	-6	9	-1	4.8	2	30*	6	3
COc1ccc2c(CC(=O)OCC(=O)c3ccc(F)cc3)coc2c1	3	7	10	-3	1.8	4	0	4	-2
Cn1c(CNS(=O)(=O)c2cccc(Cl)c2)cc(=O)n(C)c1=O	-1	6	-3	-2	-0.1	-1	-4	1	1
CC(=O)N=C1SC2CS(=O)(=O)CC2N1c1c(Cl)cccc1Cl (stereo not drawn)	0	3	-5	-4	-1.4	1	-4	2	-6
Cc1c(C(=O)NCCSCc2ccccc2Cl)cccc1[N+](=O)[O-]	-3	5	-6	2	2.0	4	7	2	-3
NS(=O)(=O)c1ccc(CNS(=O)(=O)c2cc(Cl)ccc2Cl)cc1	4	-3	3	1	0.6	-1	-3	0	-3
CCn1cc(C(=O)O)c(=O)c2cc(F)c(N3CCNCC3)cc21	-1	8	-12	1	3.9	7	2	-2	-6
CC(C)NC(=O)CSCc1ccccc1Cl	2	6	-7	-3	3.0	6	10	3	0
O=C(N/N=C/c1ccc2c(c1)OCO2)c1ccc2c(c1)OCO2	2	2	-8	4	0.9	-4	-1	115*	4
CN(C(=O)COC(=O)c1cc(S(=O)(=O)N2CCCCC2)ccc1Cl)c1ccccc1	x	2	x	x	2.4	1	1	1	-1
CCN1C(=O)C(CC(=O)NCc2ccc(Cl)cc2)N(CC)C1=O (stereo not drawn)	2	0	0	-2	2.4	-5	6	2	-10
CCCCc1nnc(SCc2ccc(OCC)cc2)n1N	0	3	4	-3	-2.3	1	1	3	-7
COc1ccc(NC(=O)NCc2cccn2C)c(OC)c1	2	-3	2	4	2.0	-4	-11	4	8
O=C(CNC(=O)c1n[nH]c2ccccc12)Nc1cc(Cl)ccc1Cl	x	7	x	x	x	x	11	14	4
O=C1OCc2cccc3cccc1c23	-3	-3	0	0	-2.8	-3	9	3	-4
O=[N+]([O-])/C=C1\CCCCCN1	3	2	1	2	2.1	-5	6	1	3
CS(=O)(=O)c1ccccc1COC(=O)Nc1ccc(Cl)cc1	-1	4	10	-1	2.5	-5	-4	31	3
O=C(NCCCNC1CCCCC1)c1ccc(/C=N/O)nc1	-2	0	-6	1	0.7	2	14	13	1
CC(C)Cn1c(=O)c2c(nc3n2CCCN3Cc2ccccc2)n(C)c1=O	1	-4	-2	0	1.9	-2	4	2	-7
CCOc1ccc(C(=O)NC2CC(C)(C)NC(C)(C)C2)cc1	0	0	-4	2	0.6	-5	-6	0	4
CC(C)(C)OC(=O)N1CCC[C@H]1C(=O)N/N=C/c1ccc2ncccc2c1	-4	-4	-6	-4	0.1	-4	9	0	-2
COc1ccc(CCNC(=O)CSc2ccc(-c3ccco3)nn2)cc1OC	6	-2	-1	-5	-2.7	-1	3	1	0
COc1cc([N+](=O)[O-])ccc1N/C=C/C(=O)c1cccs1	167*	-20	3	3	-2.5	-3	-4	51*	-9
COc1ccc(Nc2oc(COc3ccccc3OC)nc2C#N)cc1	3	-16	-4	1	3.2	-3	-30	21	-4
COc1ccc(S(=O)(=O)N2Cc3ccccc3CC2C(=O)N2CCOCC2)cc1 (stereo not drawn)	-2	8	-1	1	-1.5	-4	11	3	-5
COC(=O)c1ccc(NS(=O)(=O)c2ccccc2)o1	-62	3	-4	-2	2.9	1	-7	0	8
CC(C)C(=O)OC1CCS(=O)(=O)c2sccc21 (stereo not drawn)	-1	3	6	-7	-1.7	3	12	0	0
Cc1ccc(-n2c(=O)[nH]c3cc(C(=O)NC4CCN(Cc5ccccc5)CC4)ccc3c2=O)cc1	-2	5	3	-4	0.0	2	3	0	-7
CC(C)C[C@H](NC(=O)c1nc[nH]c1C(=O)N1CCNCC1)C(=O)OCc1ccccc1	-2	0	-2	-2	2.0	1	5	-2	12
Cc1cc2occ(CC(=O)N(CC(C)C)c3c(N)n(Cc4ccccc4)c(=O)[nH]c3=O)c2cc1C	0	-2	3	-3	-1.2	-3	3	5	2
Cc1cc(C)cc(NC(=O)CN2CCN(C(=O)C3CCCO3)CC2)c1 (stereo not drawn)	-1	3	-7	0	0.5	-4	10	4	4
CCC(C)NC(=O)C1=C(C)C(=O)OC12CCC(C)CC2 (stereo not drawn)	-1	3	6	2	-2.2	-1	-3	-1	-1
COc1ccc(C(C(=O)NC2CCCCC2)N(Cc2ccco2)C(=O)CNC(=O)c2ccco2)cc1 (stereo not drawn)	-4	4	5	0	0.2	-2	-2	0	-2
O=C(NCCS(=O)(=O)N1CCN(c2cccc(Cl)c2)CC1)c1ccco1	3	-8	1	2	0.5	-2	12	-1	-2
O=C(COC(=O)c1cc(S(=O)(=O)N2CCOCC2)ccc1F)NC1CC1	x	7	x	x	x	x	4	-1	1
Cc1ccc(Oc2cc(NC(=O)CCCn3nc([N+](=O)[O-])cc3C)cc([N+](=O)[O-])c2)cc1	-4	-1	7	-1	4.2	-4	-1	-11	-7
CCOC(=O)[C@@H]1[C@H]2COc3cc(OC)ccc3[C@H]2N2C(=O)N(c3ccc(C(F)(F)F)cc3)C(=O)[C@]12C	x	-2	x	x	x	x	17	0	-33
CCCCOc1cccc(OCC(=O)Nc2nc3ccccc3[nH]2)c1	2	4	7	-4	0.5	2	-3	6	0
CCOC(=O)C1CCCN(C(=O)c2ccc(CS(=O)(=O)Cc3ccccc3C)o2)C1 (stereo not drawn)	2	4	-2	-3	0.9	-2	9	0	7
CCN(CC)c1cc(C)c2ccccc2n1	1	-2	2	3	-0.6	-2	-3	6	-5
CCCC(=O)N(CCN1CCOCC1)c1nc2c(OC)ccc(OC)c2s1	-3	1	-1	0	2.0	0	-3	25	-1
